Screens (PubChem)
HEK293 viab: GF-AFC viability counterscreen for inhibitors of alpha-synuclein gene (SNCA) expression; AID 1671193, 2021; actives 0.12% (n = 150,000); Potency, µM (doses to about 57.1 µM), without a hit: at the top dose activity change, negative = cytotoxicity, most hits filed as cytotoxic; HEK-293-SNCA-luc viability, GF-AFC fluorescence, 24 h;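 also: 0% = DMSO-treated cells and -100% = medium-only wells without cells; nearly all actives have a fitted effect of over 30% in size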
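HEK-293-SNCA-luc cells (1500/well) plated 24 h, then exposed 24 h to a dilution series; GF-AFC added 30 min at 37C, fluorescence 405/540 nm; normalised to medium-only and DMSO wells, Hill fit.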
SNCA expr inh: Primary qHTS assay for inhibitors of alpha-synuclein gene (SNCA) expression | HEK-293 SNCA-luciferase knock-in, luminescence, 24 h | actives 0.17% (n = 140,000) | Potency, µM (titrated, usually from 57.2 µM), for the others: top-dose activity change, negative = inhibition, usual class: inhibitors;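 also: plate controls were DMSO cells for no effect and cell-free wells for full effect; nearly all actives have a fitted effect of over 45% in size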
An asterisk follows results filed as active; u = inconclusive; [ ] = remark or other dose. Calls follow the shape of the dose curve; as a rule, active = well fitted curve in the direction sought with a large enough effect; inconclusive = small, poorly fitted or top-dose-only effect, or another doubt; inactive = no such curve, though single readings can be large; an effect the other way counts as inactive or inconclusive. Potency is read from the fitted curve at half-maximal effect.

Results follow in this order: HEK293 viab, SNCA expr inh
O=C(c1cccc(F)c1)N1CCC[C@@]2(CCN(Cc3ccccc3)C2)C1
  4%, 2%
O=c1c(-c2cccc(F)c2)nc2cncnc2n1-c1ccccc1
  -23%, 42%[activator]
CC(=O)N1CCC2(CCCN(c3ccncc3)C2)CC1
  6%, -15%
Cc1noc(C)c1C(=O)N1CCC2(CCN(Cc3nccs3)CC2)CC1
  11%, 29%
COc1ccc(-c2nc3cnc(N4CCNCC4)nc3n(Cc3cccs3)c2=O)cc1
  u, -19%
COCC(=O)N1CCC2(CCCN(C(=O)Nc3cccc(C#N)c3)C2)CC1
  8%, 9%
CN(Cc1ccco1)c1cc(-c2cccnc2)ncn1
  6%, -3%
Cc1cnc(CNc2ccnc(-c3ccc(C(=O)N(C)C)cc3)n2)cn1
  2%, 0%
COc1ccccc1CNc1ccnc(-c2cccnc2)n1
  -4%, 23%
COc1ccc(Oc2ncc3nc(-c4ccc(Cl)cc4)c(=O)n(C4CC4)c3n2)cc1
  -7%, 6%
O=C(c1csnn1)N1CCC2(CC1)CN(C(c1ccccc1)c1ccccc1)C2
  8%, -7%
Cc1noc(C)c1-c1nccc(N(C)Cc2ccco2)n1
  4%, 35%[activator]
N#Cc1cccc(NC(=O)N2CC[C@@]3(CCCN(C(=O)c4cccc(F)c4)C3)C2)c1
  -6%, 2%
O=c1c(-c2ccccc2)nc2cnc(Oc3ccccc3)nc2n1Cc1cccs1
  -12%, -1%
FC(F)(F)c1ccccc1-c1ccc2ncnc(N3CCOCC3)c2c1
  -1%, 63%[activator]

Continued.
Results follow in this order: HEK293 viab, SNCA expr inh
Cn1cccc1C(=O)N1CCC2(CC1)CN(c1ccncc1)C2
  u, 3%
O=C(c1ccco1)N1CCC2(CCCN(c3cccc(-c4ccccc4)c3)C2)CC1
  -4%, -2%
CS(=O)(=O)N1CCC2(CCCN(C(=O)Nc3cccc(F)c3)C2)CC1
  -10%, -19%
COc1ccc2[nH]cc(CCNc3ccnc(-c4cccc(NS(C)(=O)=O)c4)n3)c2c1
  -6%, -19%
COc1ccc(C(=O)N2CCC3(CCCN(c4ccccc4)C3)CC2)cc1
  -17%, -13%
Cc1nc2cnc(N(C)C)nc2n(C)c1=O
  -12%, -6%
COCCn1c(=O)c(-c2cc(F)cc(F)c2)nc2cnc(Oc3cccc(Cl)c3)nc21
  u, 41%[activator]
COc1ccccc1CNc1ccnc(-c2ccccc2Cl)n1
  7%, 9%
c1csc(CNc2nc(-c3ccoc3)nc3ccccc23)c1
  -13%, 13%
COc1cccc(-c2nc(N(C)C)c3ccccc3n2)c1
  -4%, 115%[activator]
COc1ncc2nc(-c3cn(C)c4ccccc34)c(=O)n(Cc3ccc(F)cc3)c2n1
  -1%, -24%
N#Cc1cccc(-c2cncnc2-n2ccnc2)c1
  7%, 17%
CNc1nc(-c2ccccc2C(F)(F)F)nc2ccccc12
  -13%, -10%
COc1ccc(NC(=O)N2CCCC3(CCN(C(=O)c4c(C)noc4C)CC3)C2)cc1
  -8%, -3%
COc1ccc(CNc2cc(-c3ccccc3Cl)ncn2)c(OC)c1
  -9%, 15%

The results go on:
Results follow in this order: HEK293 viab, SNCA expr inh
COc1ccccc1CNc1ccnc(-c2ccc(C(=O)N(C)C)cc2)n1
  4%, 3%
COCCNc1nc(-c2ccccc2CN(C)C)nc2ccccc12
  -11%, -30%
COc1cccc(-c2cncnc2-n2ccnc2)c1
  -6%, 134%[activator]
COc1ccc(Oc2ncc3nc(C)c(=O)n(C)c3n2)cc1
  -14%, 61%[activator]
O=C(c1cnccn1)N1CCC2(CCN(Cc3ccncc3)CC2)CC1
  -13%, 32%
COc1ccc(C(=O)N2CCC3(CCN(CC(C)C)CC3)CC2)cc1
  7%, -19%
CC(C)CN1CCC2(CC1)CCN(S(=O)(=O)c1ccccc1)CC2
  6%, -13%
COc1ccc(NC(=O)N2CC3(CCN(C(=O)c4cccc(F)c4)CC3)C2)cc1
  5%, 21%
Cn1cc(-c2nc3cncnc3n(Cc3ccc(F)cc3)c2=O)c2ccccc21
  17%, -10%
CN(C)Cc1ccccc1-c1ccc2ncnc(NCc3ccccc3)c2c1
  3%, 15%
N#CCCn1c(=O)c(-c2ccc(Cl)cc2)nc2cnc(N3CCOCC3)nc21
  u, -3%
COc1ccc2[nH]cc(CCNc3cc(-c4c(C)noc4C)ncn3)c2c1
  2%, 5%
COc1cccc(Cn2c(=O)c(-c3cccc(F)c3)nc3cncnc32)c1
  u, -5%
CN1CCN(c2ccnc(-c3ccoc3)n2)CC1
  -16%, -10%
O=c1c(-c2cc(F)cc(F)c2)nc2cnc(N3CCNCC3)nc2n1Cc1cccs1
  -12%, -1%

Compound profiles (already shown). Screens in order: HEK293 viab | SNCA expr inh
Record of COCCNc1nc(-c2ccccc2CN(C)C)nc2ccccc12 = -11% | -30%
Record of COc1ncc2nc(-c3cn(C)c4ccccc34)c(=O)n(Cc3ccc(F)cc3)c2n1 = -1% | -24%
Record of COc1ccc2[nH]cc(CCNc3ccnc(-c4cccc(NS(C)(=O)=O)c4)n3)c2c1 = -6% | -19%
Record of FC(F)(F)c1ccccc1-c1ccc2ncnc(N3CCOCC3)c2c1 = -1% | 63%[activator]

A different layout for some results above:
> COc1ccc(Oc2ncc3nc(C)c(=O)n(C)c3n2)cc1
  HEK293 viab: -14%
  SNCA expr inh: 61%[activator]

> O=C(c1cnccn1)N1CCC2(CCN(Cc3ccncc3)CC2)CC1
  HEK293 viab: -13%
  SNCA expr inh: 32%

Additional results.
Results follow in this order: HEK293 viab, SNCA expr inh
Cc1nc2cnc(N3CCN(C)CC3)nc2n(Cc2cccs2)c1=O
  u, 20%
c1ccc(C(c2ccccc2)N2CC[C@@]3(CCCNC3)C2)cc1
  -5%, -16%
COc1ccc2[nH]cc(CCNc3ncnc4ccc(-c5ccccc5C#N)cc34)c2c1
  -20%, u
COc1cccc(Cn2c(=O)cnc3cncnc32)c1
  u, u
COc1ccc2[nH]cc(CCNc3ncnc4ccc(-c5ccccc5CN(C)C)cc34)c2c1
  3%, -5%
Cc1cnc(CNc2ncncc2-c2ccc(C(=O)N(C)C)cc2)cn1
  1%, u
CC(C)NC(=O)N1CCCC2(CCN(C(=O)c3cc(C(F)(F)F)cc(C(F)(F)F)c3)CC2)C1
  4%, -5%
O=c1c(CCc2ccccc2)nc2cnc(N3CCNCC3)nc2n1Cc1cccs1
  -18%, 3%
CS(=O)(=O)N1CCC2(CCCN(c3ncccn3)C2)CC1
  -7%, -23%
N#Cc1cccc(-c2nc(NCc3cccs3)c3ccccc3n2)c1
  -28%, -10%
O=C(Oc1ccccc1)N1CCC2(CC1)CCN(c1ccncc1)CC2
  0%, -14%
COC(=O)N1CCC2(CC1)CCN(C(c1ccccc1)c1ccccc1)CC2
  -12%, 26%
COCC(=O)N1CCC2(CCCN(Cc3ccccc3)C2)CC1
  -1%, 10%
COCCn1c(=O)c(C)nc2cnc(Oc3ccccc3)nc21
  2%, 20%
N#Cc1cccc(-c2ccc3ncnc(NCc4cccnc4)c3c2)c1
  4%, 4%

Nothing new here: five of the compounds above.
Results follow in this order: HEK293 viab, SNCA expr inh
CC(C)NC(=O)N1CCCC2(CCN(C(=O)c3cc(C(F)(F)F)cc(C(F)(F)F)c3)CC2)C1
  4%, -5%
O=c1c(CCc2ccccc2)nc2cnc(N3CCNCC3)nc2n1Cc1cccs1
  -18%, 3%
CS(=O)(=O)N1CCC2(CCCN(c3ncccn3)C2)CC1
  -7%, -23%
N#Cc1cccc(-c2nc(NCc3cccs3)c3ccccc3n2)c1
  -28%, -10%
O=C(Oc1ccccc1)N1CCC2(CC1)CCN(c1ccncc1)CC2
  0%, -14%

Three compounds drawn at random from the list so far, as already listed:
Results follow in this order: HEK293 viab, SNCA expr inh
COc1ccc2[nH]cc(CCNc3ncnc4ccc(-c5ccccc5C#N)cc34)c2c1
  -20%, u
O=C(Oc1ccccc1)N1CCC2(CC1)CCN(c1ccncc1)CC2
  0%, -14%
Cc1cnc(CNc2ncncc2-c2ccc(C(=O)N(C)C)cc2)cn1
  1%, u

The results go on:
Results follow in this order: HEK293 viab, SNCA expr inh
CCNc1ncc2ncc(=O)n(CCc3ccccc3)c2n1
  -20%, -22%
COc1ccccc1-c1ccc2ncnc(N3CCOCC3)c2c1
  -17%, 3%
CN(Cc1ccco1)c1ccnc(-c2cccc(C#N)c2)n1
  -1%, 1%
COc1ccc(Oc2ncc3nc(-c4ccc(F)cc4)c(=O)n(C[C@H]4CCCO4)c3n2)cc1
  -8%, -3%
Cn1cccc1C(=O)N1CCC2(CCCN(c3cccc(-c4ccccc4)c3)C2)CC1
  -1%, -16%
CS(=O)(=O)N1CCC2(CC1)CN(c1ccccc1)C2
  2%, 7%
COc1ccc(C(=O)N2CCC3(CCCN(Cc4ccncc4)C3)CC2)cc1
  -1%, 36%[activator]
COc1ccc(-c2nc3cnc(N4CCNCC4)nc3n(Cc3cccc(OC)c3)c2=O)cc1
  u, u
COc1ccc(NC(=O)N2CCC3(CC2)CCN(S(C)(=O)=O)CC3)cc1
  -6%, 35%[activator]
O=S(=O)(c1ccccc1)N1CCC2(CC1)CN(Cc1nccs1)C2
  -6%, 38%[activator]
FC(F)(F)c1cc(CN2CC[C@@]3(CCCNC3)C2)cc(C(F)(F)F)c1
  5%, u
Cc1noc(C)c1C(=O)N1CCC2(CCCN(Cc3ccccc3)C2)CC1
  -2%, -12%

Only part of the results is shown; rates above refer to the full screens.
